From PubChem BioAssay
HTT ATP protect: protects HTT-Q103 PC12 cells, measured by ATP. PC12 HTT-Q103 induced, cytoprotection, ATP luminescence, 40 h. Potency, µM (series often up to 56.4 µM), without a hit: cytoprotection (ATP increase), usual class: activators. actives 0.14% (n = 230,000). AID 1471;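 also: potency is read from the fitted curve at half-maximal effect; % of control where 0% means no effect; nearly all actives have a fitted effect of over 45% in size; toxic huntingtin expression switched on by the ecdysone agonist tebufenozide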
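Huntington model: PC12 line, ecdysone-inducible HTTQ103 exon1–GFP, tebufenozide 100 nM. Test articles in a dose series. Endpoint luminescence from cellular ATP.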
GAA spleen mod: inhibitors or activators of human alpha-glucosidase in spleen homogenate; P10253; human spleen homogenate, 4-MU-alpha-glucoside fluorescence; actives 0.006% (n = 240,000); AID 2112; Potency, µM (highest dose often 79.9 µM), for inactives: at the highest dose activity change, negative = inhibition, hits mostly inhibitors;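 also: potency is read from the fitted curve at half-maximal effect; 0% = enzyme with vehicle and -100% = no enzyme basal signal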
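Compounds were titrated against alpha-glucosidase in spleen homogenate at pH 5.0, with 1 mM 4-methylumbelliferyl substrate for 40 min at 37 C. Reactions were quenched with pH 10 NaOH/glycine and fluorescence measured.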
CBFb RUNX1 block: blocks binding between human CBF-beta and RUNX1 | AID 1477 | Potency, µM (top dose mostly 59.8 µM), for inactives: at the top dose activity, negative = inhibition, most hits filed as inhibitors | 230,000 tested, under 10 active | AlphaScreen CBFb-His/RUNX1-biotin binding, biochemical; also: % of control where 0% means no effect
Target sequence (Q01196 whole entry, looked up): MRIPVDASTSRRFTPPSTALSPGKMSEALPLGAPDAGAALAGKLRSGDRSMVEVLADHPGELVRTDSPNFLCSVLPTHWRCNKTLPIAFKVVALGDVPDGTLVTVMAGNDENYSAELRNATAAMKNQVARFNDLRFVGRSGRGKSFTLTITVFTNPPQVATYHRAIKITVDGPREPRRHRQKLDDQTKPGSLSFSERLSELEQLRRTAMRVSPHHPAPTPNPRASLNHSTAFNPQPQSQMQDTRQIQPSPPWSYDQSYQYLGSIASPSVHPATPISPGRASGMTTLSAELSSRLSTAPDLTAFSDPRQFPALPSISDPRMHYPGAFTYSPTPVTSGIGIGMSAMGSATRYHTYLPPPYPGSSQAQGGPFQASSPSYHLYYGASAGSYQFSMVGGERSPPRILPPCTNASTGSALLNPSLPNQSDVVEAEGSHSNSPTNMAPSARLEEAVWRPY
Target sequence (Q13951 whole entry, looked up): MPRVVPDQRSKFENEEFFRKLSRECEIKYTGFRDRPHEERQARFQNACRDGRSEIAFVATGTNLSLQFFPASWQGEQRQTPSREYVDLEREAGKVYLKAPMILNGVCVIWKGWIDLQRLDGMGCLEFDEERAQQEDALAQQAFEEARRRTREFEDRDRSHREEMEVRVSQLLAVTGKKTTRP
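His-tagged CBF-beta and biotinylated RUNX1 (30 nM each) were premixed 20 min at room temperature, exposed to compound for 15 min, then given nickel-chelate and streptavidin AlphaScreen beads (50 ng each). After 90 min, AlphaScreen signal was read.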
Lamin A splicing: LMNA splicing modulation; actives 0.01% (n = 200,000); HeLa LMNA splicing GFP/RFP minigene ratio, 48 h; Potency, µM (titrated, usually from 46.1 µM), for inactives: top-dose ratio change, negative = inhibition, most hits filed as inhibitors; active = well fitted inhibition curve with a large enough effect in the signal ratio, with a control signal flat, not every such curve was filed as active; inconclusive = small, poorly fitted or top-dose-only effect, or effect the other way, or a change in a side signal; the % refers to the signal ratio; also: potency is read from the fitted curve at half-maximal effect; % is scaled to controls: 0 for no effect and ±100 for the full control effect
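S3 HeLa stable clones carrying a lamin A-EGFP splicing minigene plus DsRed2 were seeded at 600 cells/well in Opti-MEM with 2% FBS, pin-dosed and incubated 48 h at 37°C. Acumen cytometry (488 nm) gave the GFP/RFP total-intensity ratio.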
GAA inhib: blocks human lysosomal alpha-glucosidase | P10253 | purified human GAA, 4-MU-alpha-glucoside fluorescence | Potency, µM (titrated, usually from 76.9 µM), without a hit: at the top dose activity change, negative = inhibition, usual class: inhibitors | actives 0.005% (n = 200,000) | AID 1466;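 also: potency is read from the fitted curve at half-maximal effect; plate controls were uninhibited enzyme wells for no effect and no-enzyme background for full effect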
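Compounds are titrated up to 77 uM against 4 nM human enzyme. Substrate 4-methylumbelliferyl-alpha-D-pyranoside (400 uM) reacts 20 min at room temperature in pH 5.0 buffer; liberated 4-methylumbelliferone is read at 440 nm.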
GAA glycogen mod: GAA glycogen-cleavage inhibition or activation. Potency, µM (top dose mostly 76.4 µM), without a hit: top-dose activity change, negative = inhibition, hits mostly inhibitors. actives 0.38% (n = 300,000). AID 2100. recombinant GAA, glycogen substrate, Amplex Red glucose oxidase fluorescence. P10253;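 also: potency is read from the fitted curve at half-maximal effect; 0% = full enzyme reaction and -100% = no-enzyme basal signal; the screen sought inhibitors and activators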
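Natural-substrate format: glycogen cleavage by 4 nM human enzyme, glucose read by Amplex Red coupling (Ex 573, Em 610 nm). Normalized to enzyme and no-enzyme controls.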
HTT aggregate: inhibitors of mutant huntingtin aggregate formation in PC12 cells; PC12 HttQ103-GFP aggregates, Acumen cytometry, 40 h; Potency, µM (titrated, usually from 46.1 µM), inactives show at the highest dose activity change, negative = inhibition, most hits filed as inhibitors; actives 1.1% (n = 220,000); AID 1688; also: potency is read from the fitted curve at half-maximal effect; % is scaled to controls: 0 for no effect and ±100 for the full control effect; nearly all actives have a fitted effect of over 60% in size
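Huntingtin Q103 exon 1–GFP aggregates in induced PC12 cells (100 nM tebufenozide) were quantified by cytometry from lysates, with compounds dosed in titration.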
Numbers without * were called inactive; ? = inconclusive; nt = no result given; & = joins results of further samples; [ ] = another dose, or the depositor's remark. Unless noted, calls follow the shape of the dose curve; as a rule, active = well fitted curve in the direction sought with a large enough effect; inconclusive = small, poorly fitted or top-dose-only effect, or another doubt; inactive = no such curve, though single readings can be large; an effect the other way counts as inactive or inconclusive.

SMILES	HTT ATP protect	GAA spleen mod	CBFb RUNX1 block	Lamin A splicing	GAA inhib	GAA glycogen mod	HTT aggregate
CC(=O)c1ccc(N2CCN(C(=O)C3CCCN(S(=O)(=O)c4c(C)[nH]c(=O)[nH]c4=O)C3)CC2)cc1 (centres undefined)	-24%	16%	3%	nt	-6%	1%	7%
CC1(C(=O)O)Sc2[nH]c(=O)sc2C2c3ccccc3OC(=O)C21 (centres undefined)	-10%	5%	-14%	21%	1%	25µM*	-7%
CC(C)(C)NNC(=S)Nc1cccc(F)c1	-27%[10 µM]	0%	10%	nt	-1%[15.4 µM]	?	-9%[9.22 µM]
NC(=O)COC(=O)CC12CC3CC(CC(C3)C1)C2	-15%	4%	-25%	nt	-6%	-5%	-8%
O=C(CNS(=O)(=O)c1ccc(Br)s1)NCc1ccc2c(c1)OCO2	-6%	-1%	-1%	-1%	-7%	-14%	-1%
Nc1ccc(S(=O)(=O)Nc2ccnn2-c2ccccc2)cc1	?	5%	20%	?	nt	8%	4%[9.22 µM]
CCN(Cc1cc(OC)c(OC)c(OC)c1)C(=S)Nc1cccc(SC)c1	1%[10 µM]	0%	-2%	?	-1%	1%	-15%[9.22 µM]
CC(C)c1nc(SCC(=O)N2CCN(c3ccccc3)CC2)c2c(=O)n(C)c(=O)n(C)c2n1	-4%[10 µM]	-6%	4%	-7%	0%	0%	14%
O=C(NNc1ccccc1)C(=O)N1CCCCC1	-3%[1.9 µM]	8%	2%	?	-8%	?	18%
C=CCCC(=O)Nc1ccc(Br)cn1	nt	3%	10%	26%[46 µM]	8%	22%	nt
C#CCOCCOCCOCCNc1nc(N2CCN(C(=O)[C@H]([C@@H](C)CC)n3cc([C@@H](N)CC(C)C)nn3)CC2)nc(N2CCN(C(=O)[C@H]([C@@H](C)CC)n3cc([C@@H](N)CC(C)C)nn3)CC2)n1	1%[10 µM]	-2%	11%	nt	nt	2%	21%[9.22 µM]
COc1ccc(OC)c(N2C(=O)C(Cl)=C(N3CCCCC3)C2=O)c1	-9%[10 µM]	1%	-5%	3%	-3%	2%	17%
COc1ccc(Cc2nnc(SCC(=O)NC3CCCC3)o2)cc1	2%[10 µM]	0%	8%	0%	3%	?	-12%
CCc1cccc(CC)c1N(COC)C(=O)Cn1cnc2ccccc21	5%[10 µM]	2%	7%	nt	nt	2%	17%[9.22 µM]
CCC(c1nnnn1Cc1ccccc1)N1CCN(c2ccccc2)CC1 (centres undefined)	24%[10 µM]	-8%	-1%	?	6%	17%	3%[9.22 µM]
O=C(O)c1ccccc1-c1ccccc1C(=O)NCCCO	-68%[inhibitor][10 µM]	-7%	-2%	-15%	-6%	18%	?
OCCC1CN(Cc2cccc3nccnc23)CCN1Cc1ccc(F)cc1 (centres undefined)	-13%[10 µM]	-3%	4%	nt	nt	-4%	-14%[9.22 µM]
COc1ccc(C(=O)Nc2nc3cc4c(cc3s2)OCO4)c(OC)c1	-26%[10 µM]	-6%	-2%	nt	nt	8%	6%[9.22 µM]
O=C1c2ccccc2C(=O)N1C/C=C/c1ccccc1	3%[10 µM]	3%	13%	-4%	-1%	4%	1%
Clc1ccc2c(c1)N=C(N1CCNCC1)c1ccccc1N2	-44%&-63%	-2%&-1%	7%	nt	nt	nt	nt
CCN1/C(=C/c2cc[n+](CCCS(=O)(=O)[O-])c3ccccc23)Sc2ccccc21	35%[10 µM]	7%	13%	?	8%	2%	-29%
COCCn1nnnc1C(c1cccc(C(F)(F)F)c1)N1CCOCC1 (centres undefined)	-10%[10 µM]	-4%	15%	-7%	1%	9%	-12%
CC1(C(=O)OCC(=O)Nc2ccccc2)CC1(Cl)Cl (centres undefined)	-15%	-1%	-13%	-9%[46 µM]	-4%	0%	23%
O=C(COc1ccccc1Cl)c1ccc2c(c1)CCCC2	-14%	-4%	?	-15%	10%	1%	?
CC(=O)c1cccc(CN2CCCC(CCC(=O)NCc3ccccc3F)C2)c1 (centres undefined)	24%[10 µM]	0%	6%	-6%[46 µM]	-5%	-11%	-15%[9.22 µM]
Cc1noc(C)c1C(=O)OCC(=O)NCCc1ccc(Cl)cc1	-1%[10 µM]	-9%	-4%	-3%	1%	0%	8%
C=CCN1C(=O)C(Cc2cccc(C)c2)SC1=Nc1ccc(C(=O)O)cc1 (centres undefined)	11%[10 µM]	-1%	6%	8%	-5%	-3%	14%
Clc1ccc(Oc2nc(Oc3ccc(Cl)cc3)nc(N3CCOCC3)n2)cc1	-34%	1%	14%	-18%	-7%	2%	?
CCC(C)NS(=O)(=O)c1ccc(N)cc1 (centres undefined)	nt	5%	6%	-23%[46 µM]	-7%	23%	11%
O=C(Cc1noc2ccccc12)Nc1ccc(Cl)cc1	nt	4%	9%	?	-3%	-5%	-7%
N#CCCn1c(-c2nonc2NC(=O)c2ccccc2Cl)nc2ccccc21	8%[10 µM]	-4%	1%	4%	6%	8%	8%
CCC(C)(C)NC(=O)C(c1cccs1)N(CC1CCCO1)C(=O)Cn1nnc2ccccc21 (centres undefined)	-23%[10 µM]	-13%	2%	5%	-2%	-2%	-2%
CCN(C1CCCCC1)S(=O)(=O)c1ccc(OC)c(C)c1	4%	1%	23%	-4%	-4%	-19%	?
O=P(c1ccccc1)(c1ccccc1)C(c1ccco1)N1CCOCC1 (centres undefined)	-4%	-8%	2%	8%	-4%	4%	6%
COc1cccc(OCC(O)CN2CCC(CN3C(=O)c4cccc5cccc(c45)C3=O)CC2)c1 (centres undefined)	-17%	0%	-13%	nt	-7%	2%	-26%
O=C(NC1CCCC1)NS(=O)(=O)c1ccccc1Cl	-6%[0.074 µM]	4%	1%	1%	-3%	-1%	-2%
COc1cccc(C(=O)Nc2cccc(-c3ccc4nncn4n3)c2)c1OC	-36%[inhibitor]	5%	-2%	nt	-4%	10%	0%
O=C(N/N=C/c1cccnc1)c1ccccc1[N+](=O)[O-]	14%[10 µM]	-7%	1%	-2%	1%	15%	-4%
CCCN1CNC(=S)N(c2cccc(C)c2C)C1	?	-3%	4%	6%	3%	6%	16%
O=C(CSc1ccccc1)Nc1ccccc1C(=O)N1CCCC1	?	0%	4%	10%[46 µM]	4%	14%	23%
O=C(CSc1nnnn1Cc1ccccc1)Nc1ccccc1	27%[10 µM]	-5%	17%	nt	nt	-2%	12%[9.22 µM]
Cc1noc(/C=C/N(C)C)c1S(=O)(=O)N(C)CC(=O)NC1CCCCC1	8%[10 µM]	-9%	6%	-3%	-6%	1%	8%
COc1ccc([N+](=O)[O-])cc1NC(=O)COC(=O)c1ccc(O)cc1	12%[10 µM]	3%	5%	nt	nt	11%	-4%[9.22 µM]
Cc1ccc(-n2[nH]c(C)c(C=Nc3cc(C)ccn3)c2=O)cc1	-2%[1.9 µM]	-1%	-5%	8%	-9%	-20%	11%
CCN(CC)S(=O)(=O)c1ccc(N=Cc2c(C)c(C#N)c(=O)n(C)c2O)cc1	10%[10 µM]	-5%	-2%	-3%	-3%	-3%	15%
CCC(=O)NC(=S)Nc1ccc(S(=O)(=O)NC(C)=O)cc1	-6%	-4%	5%	7%	1%	1%	2%
CCOC(=O)N1CCN(C(=O)c2ccc3c(=O)n(CC4CCCO4)c(=S)[nH]c3c2)CC1 (centres undefined)	-8%	0%	0%	17%	-9%	3%	10%
Cc1cccc(-n2cc(CN3CCN(c4ccccn4)CC3)c(-c3cccc(F)c3)n2)c1	-36%[inhibitor]	-2%	10%	nt	0%	-3%	-6%
N#Cc1c(N)n(CCCN2CCOCC2)c2nc3ccccc3nc12	16%	20%	7%	-6%	?	8%	5%
COc1ccc(C(C)=O)cc1CSc1nnc(-c2ccccc2O)n1-c1ccccc1	-14%	-6%	2%	-4%	-7%	6%	-1%
CC(C)(C)c1ccc(/C=C(\C#N)C(=O)NCCN2CCOCC2)cc1	5%[10 µM]	1%	8%	0%[46 µM]	5%	-11%	8%[9.22 µM]
COc1ccc(CC(=O)OCC(=O)Nc2ccc(Cl)cn2)cc1	-1%[10 µM]	1%	2%	13%	-1%	7%	9%
O=C(N/N=C/c1ccccn1)c1sc2ccccc2c1Cl	-30%[10 µM]	-4%	?	nt	-5%[15.4 µM]	5%	11%[9.22 µM]
CCOc1ccc(Br)cc1S(=O)(=O)Nc1ccc(Cl)c(S(=O)(=O)N(CC)c2ccccc2)c1	-8%[10 µM]	7%	-5%	?	-11%	6%	-28%
N#C/C(=C\c1cccc(Cl)c1)C(=O)c1ccccc1	-11%[10 µM]	-2%	-12%	-4%[46 µM]	-6%	0%	-11%[9.22 µM]
CCOC(=O)N1CCC(NC(=O)c2cccc3c2C(=O)N(c2ccc(OC)cc2)C3)CC1	2%	0%	?	-4%	-2%	7%	2%
CCOC(=O)c1cc2c(n(-c3ccc(C)cc3)c1=O)CCCC2=O	-24%	2%	8%	-2%	-6%	4%	-2%
CCOC(=O)C1(Cc2cccc(OC)c2)CCCN(C(=O)c2ccccc2C)C1 (centres undefined)	-8%[10 µM]	7%	-7%	nt	nt	-11%	-11%[9.22 µM]
CCOC(=O)c1c(N)c(C#N)c2n1CCCCC2	-2%	6%	2%	-4%	-9%	6%	-12%
CCCCC(=O)NC(NC(=S)N1CCCCCC1)C(Cl)(Cl)Cl (centres undefined)	31%[10 µM]	0%	-3%	?	8%	-3%	5%
COc1ccc(OCCC(=O)NC2CCCCC2)cc1	nt	-4%	21%	nt	-7%	-16%	22%

Five successive compounds from above, for reference:
SMILES	HTT ATP protect	GAA spleen mod	CBFb RUNX1 block	Lamin A splicing	GAA inhib	GAA glycogen mod	HTT aggregate
CCOC(=O)c1cc2c(n(-c3ccc(C)cc3)c1=O)CCCC2=O	-24%	2%	8%	-2%	-6%	4%	-2%
CCOC(=O)C1(Cc2cccc(OC)c2)CCCN(C(=O)c2ccccc2C)C1 (centres undefined)	-8%[10 µM]	7%	-7%	nt	nt	-11%	-11%[9.22 µM]
CCOC(=O)c1c(N)c(C#N)c2n1CCCCC2	-2%	6%	2%	-4%	-9%	6%	-12%
CCCCC(=O)NC(NC(=S)N1CCCCCC1)C(Cl)(Cl)Cl (centres undefined)	31%[10 µM]	0%	-3%	?	8%	-3%	5%
COc1ccc(OCCC(=O)NC2CCCCC2)cc1	nt	-4%	21%	nt	-7%	-16%	22%
